PLC-gamma1 inh = PLC-gamma1 (human) inhibition, primary screen. P19174. purified PLC-gamma1, fluorogenic substrate, fluorescence. inhibition, % at 12.2 µM. 370,000 tested, 0.84% active; in the data active = inhibition above about 9.5%
Target sequence (P19174 whole entry, looked up): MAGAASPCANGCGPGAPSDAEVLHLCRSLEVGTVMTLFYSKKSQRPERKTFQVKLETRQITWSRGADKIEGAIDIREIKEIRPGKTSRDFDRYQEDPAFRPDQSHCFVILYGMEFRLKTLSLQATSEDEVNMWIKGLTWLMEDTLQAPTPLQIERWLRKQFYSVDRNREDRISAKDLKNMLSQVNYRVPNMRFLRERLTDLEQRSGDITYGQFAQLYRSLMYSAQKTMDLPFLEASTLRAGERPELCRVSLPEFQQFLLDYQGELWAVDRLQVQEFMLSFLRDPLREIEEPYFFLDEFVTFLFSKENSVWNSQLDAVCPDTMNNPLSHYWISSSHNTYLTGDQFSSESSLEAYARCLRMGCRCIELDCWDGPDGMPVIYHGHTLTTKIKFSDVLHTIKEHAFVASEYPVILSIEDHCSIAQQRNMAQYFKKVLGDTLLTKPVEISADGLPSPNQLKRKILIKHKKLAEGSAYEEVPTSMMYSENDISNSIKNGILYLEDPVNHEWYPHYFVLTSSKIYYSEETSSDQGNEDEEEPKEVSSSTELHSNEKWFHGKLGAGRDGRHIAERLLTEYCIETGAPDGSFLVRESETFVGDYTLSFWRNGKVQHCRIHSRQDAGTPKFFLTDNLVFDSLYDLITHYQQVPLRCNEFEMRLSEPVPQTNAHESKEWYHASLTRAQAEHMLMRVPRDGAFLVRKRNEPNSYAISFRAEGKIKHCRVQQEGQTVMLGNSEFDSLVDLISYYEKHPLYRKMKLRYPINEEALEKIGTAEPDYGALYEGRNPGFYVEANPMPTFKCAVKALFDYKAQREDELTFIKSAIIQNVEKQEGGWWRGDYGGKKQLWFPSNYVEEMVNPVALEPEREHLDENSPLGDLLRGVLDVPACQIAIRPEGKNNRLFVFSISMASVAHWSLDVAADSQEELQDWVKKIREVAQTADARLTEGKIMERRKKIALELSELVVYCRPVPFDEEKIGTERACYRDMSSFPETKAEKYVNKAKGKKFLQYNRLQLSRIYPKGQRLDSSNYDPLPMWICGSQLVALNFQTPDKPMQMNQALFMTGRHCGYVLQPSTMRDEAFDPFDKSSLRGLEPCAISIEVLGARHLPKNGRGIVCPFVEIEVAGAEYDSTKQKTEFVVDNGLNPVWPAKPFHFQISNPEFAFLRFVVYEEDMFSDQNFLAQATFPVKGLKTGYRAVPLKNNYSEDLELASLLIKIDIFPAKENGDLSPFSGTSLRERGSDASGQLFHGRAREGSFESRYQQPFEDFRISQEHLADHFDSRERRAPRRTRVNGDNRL
ARFGAP1 inhibitor = inhibits rat ARF GTPase activating protein 1; Q62848; Arfgap1-stimulated ARF1 GTP hydrolysis, GDP FP detection; inhibition, % at 16.5 µM; 360,000 tested, 0.26% active; AID 651572;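 active = inhibition above a per-plate limit, mean inhibition of low control wells plus 3 SD, cut at about 25% in these data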;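 note: 0% = DMSO wells with enzyme and 100% = wells lacking Arfgap1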
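System: truncated rat Arfgap1 GAP domain / Medium: HEPES-based buffer, pH 7.5 / Also added: N-terminally truncated human ARF1-GTP substrate / Incubation: enzyme reaction 120 min at 25 °C after 20 min preincubation / Measured by: FP of antibody-bound GDP Alexa 633 tracer, ex 620/em 688 nm / Replicates: singlicate, each compound tested once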
PLC-beta3 inh = inhibitors of human phospholipase C beta3; Purified PLC-beta3, fluorogenic substrate, fluorescence; AID 720704; inhibition, % at 12.2 µM; 370,000 tested, 0.18% active; Q01970; in the data active = inhibition above about 11%;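 note: 0% = median of compound wells on plate and 100% = full blocker control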
DDE Tn6 FP inh = disrupts Tn6 cyclic peptide binding to fibrin D-Dimer-E complex; inhibition, % at 8.3 µM; Fibrin DD(E) TRITC-Tn6 fluorescence polarization displacement; P02675; 370,000 tested, 0.21% active;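 active = inhibition above a per-campaign cutoff: mean of compounds within control limits plus 3 SD, cut at about 15% in these data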;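 note: 0% = median of all compound wells on the plate and 100% = blocking peptide control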
proKLK7 act = proKLK7 (human) activation, primary screen. P49862. purified proKLK7, EDANS-DABCYL substrate fluorescence; 100% is mature enzyme control, 0% vehicle. activation, % at 7 µM. 370,000 tested, 0.9% active. AID 652039;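 active = activation above the mean of all tested compounds plus 3 SD, computed per campaign excluding outliers beyond control limits, cut at about 13% in these data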
ADAM17 inh = inhibits human ADAM17; inhibition, % at 6.95 µM; 370,000 tested, 0.83% active; recombinant ADAM17, EDANS/DABCYL FRET peptide cleavage;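 active = inhibition above the mean of compounds lying between control limits plus 3 SD, set per campaign, cut at about 8.5% in these data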;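 note: 0% = DMSO-only wells as the low control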
ASAP1 GAP inh = inhibitors of human ASAP1 ArfGAP activity; Q9ULH1; ASAP1-stimulated ARF1 GTP hydrolysis, GDP FP detection; inhibition, % at 16.5 µM; 360,000 tested, 0.19% active; AID 624377; in the data active = inhibition above about 25%;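 note: 0% = vehicle with enzyme and substrate and 100% = no enzyme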
DDE Tn7 FP inh = disrupts Tn7 cyclic peptide binding to fibrin D-Dimer-E complex | FP displacement of FITC-Tn7 peptide from fibrin DD(E); 0% = median of compound wells per plate | inhibition, % at 8.3 µM | 370,000 tested, 0.13% active;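 active = inhibition above the mean of compounds falling within the control limits plus 3 SD of them, cut at about 14% in these data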;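 note: 0% = plate median of compound wells and 100% = 10 µM Aha-Tn7 peptide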
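Assay system: Fibrin-DD(E) protein isolated from polymerized human fibrin clots; read-out basis: percent inhibition; medium: Tris/NaCl/CaCl2 buffer, pH 7.8; signal: FP measurement; incubation: 10 min plus 3 h, room temperature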
UHRF1 MBD2 ctr = blocks human UHRF1 binding to methylated DNA. Q96T88. UHRF1 binding to methylated oligo, TR-FRET. inhibition, % at 4.4 µM. 370,000 tested, 0.75% active. AID 687016; in the data active = inhibition above about 21%;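 note: UHRF1 SRA domain binding a hemimethylated CpG hairpin DNA probe; 0% = median of test compound wells and 100% = reference inhibitor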
MBD2 DNA inh = blocks human MBD2 binding to methylated DNA; Q9UBB5; TR-FRET, MBD2 binding to methylated oligonucleotide; inhibition, % at 4.4 µM; 370,000 tested, 0.31% active; in the data active = inhibition above about 13%
An asterisk follows results filed as active.

`COc1ccc(CN(C(=O)CNC(=O)c2ccco2)C(C(=O)NCC2CCCO2)c2ccccc2)cc1` (configuration not stated) gave PLC-gamma1 inh -2, ARFGAP1 inhibitor 9, PLC-beta3 inh -4, DDE Tn6 FP inh -11, proKLK7 act -0.6, ADAM17 inh -4, ASAP1 GAP inh 3, DDE Tn7 FP inh -1, UHRF1 MBD2 ctr 3 and MBD2 DNA inh 2.
Screening CCn1c(SCC(=O)N(C)C2CCCCC2)nc2cc(S(N)(=O)=O)ccc21 returned PLC-gamma1 inh 5, ARFGAP1 inhibitor 2, PLC-beta3 inh -5, DDE Tn6 FP inh -2, proKLK7 act 0.4, ADAM17 inh 1, ASAP1 GAP inh 8, DDE Tn7 FP inh -4, UHRF1 MBD2 ctr 0 and MBD2 DNA inh 2.
COC(=O)c1ccc(NC(=O)CN(c2ccc(C)cc2)S(=O)(=O)c2c(C)n[nH]c2C)cc1 was read as PLC-gamma1 inh 1, ARFGAP1 inhibitor -8, PLC-beta3 inh 2, DDE Tn6 FP inh 5, proKLK7 act 0.4, ADAM17 inh 2, ASAP1 GAP inh 12, DDE Tn7 FP inh 10, UHRF1 MBD2 ctr 1 and MBD2 DNA inh -2.
Cc1ncc(CN2CCCC(C(=O)Nc3ccc(-c4ccco4)cc3)C2)cn1 (configuration not stated) was read as PLC-gamma1 inh -9, ARFGAP1 inhibitor 0, PLC-beta3 inh -22, DDE Tn6 FP inh -1, proKLK7 act -0.2, ADAM17 inh -5, ASAP1 GAP inh -9, DDE Tn7 FP inh -3, UHRF1 MBD2 ctr 2 and MBD2 DNA inh 2.
For O=[N+]([O-])c1ccc(N2CCCCC2)cc1SCCO the results were PLC-gamma1 inh 0, ARFGAP1 inhibitor 0, PLC-beta3 inh -3, DDE Tn6 FP inh 10, proKLK7 act 0.6, ADAM17 inh -1, ASAP1 GAP inh -22, DDE Tn7 FP inh 7, UHRF1 MBD2 ctr -10 and MBD2 DNA inh -6.
For O=S(c1ccccc1O)S(=O)c1ccccc1O (configuration not stated) the results were PLC-gamma1 inh -13, ARFGAP1 inhibitor 4, PLC-beta3 inh -69, DDE Tn6 FP inh -50, proKLK7 act 0.0, ADAM17 inh 3, ASAP1 GAP inh -4, DDE Tn7 FP inh -48, UHRF1 MBD2 ctr 3 and MBD2 DNA inh -4.
`O=c1c(-c2cc3ccccc3o2)[n+]([O-])c2ccccc2n1OCc1ccccn1` gave PLC-gamma1 inh -89, ARFGAP1 inhibitor 11, PLC-beta3 inh -138, DDE Tn6 FP inh -10, proKLK7 act -13, ADAM17 inh -13, ASAP1 GAP inh -15, DDE Tn7 FP inh -1, UHRF1 MBD2 ctr 3 and MBD2 DNA inh 7.
O=C(CN1CCN(S(=O)(=O)c2ccc(Br)s2)CC1)NCC1CCCCC1 was read as PLC-gamma1 inh 1, ARFGAP1 inhibitor -3, PLC-beta3 inh 0, DDE Tn6 FP inh 3, proKLK7 act -0.8, ADAM17 inh -1, ASAP1 GAP inh -8, DDE Tn7 FP inh 7, UHRF1 MBD2 ctr 4 and MBD2 DNA inh 6.
`O=C(COC(=O)c1ccccc1F)Nc1ccc2c(c1)OCCO2` gave PLC-gamma1 inh 0, ARFGAP1 inhibitor -4, PLC-beta3 inh -4, DDE Tn6 FP inh 6, proKLK7 act 0.3, ADAM17 inh -3, ASAP1 GAP inh 7, DDE Tn7 FP inh 3, UHRF1 MBD2 ctr -2 and MBD2 DNA inh 6.
`COCc1ccc(C(=O)OC(C)C(=O)Nc2c(C)n(C)n(-c3ccccc3)c2=O)cc1` (configuration not stated) gave PLC-gamma1 inh -2, ARFGAP1 inhibitor -11, PLC-beta3 inh -9, DDE Tn6 FP inh -2, proKLK7 act 1.1, ADAM17 inh -3, ASAP1 GAP inh -5, DDE Tn7 FP inh 6, UHRF1 MBD2 ctr 0 and MBD2 DNA inh -1.
For O=C(c1cccs1)c1cn(CC(=O)N2CCc3ccccc3C2)c2ccccc12 the results were PLC-gamma1 inh 2, ARFGAP1 inhibitor -19, PLC-beta3 inh -1, DDE Tn6 FP inh 1, proKLK7 act 1.0, ADAM17 inh 4, ASAP1 GAP inh -3, DDE Tn7 FP inh 0, UHRF1 MBD2 ctr 2 and MBD2 DNA inh -3.
For CN(C)c1ccc(C=NCCC2(O)CCOC(C)(C)C2)cc1 (configuration not stated) the results were PLC-gamma1 inh 4, ARFGAP1 inhibitor 2, PLC-beta3 inh 4, DDE Tn6 FP inh 1, proKLK7 act -0.3, ADAM17 inh -3, ASAP1 GAP inh -3, DDE Tn7 FP inh -7, UHRF1 MBD2 ctr 2 and MBD2 DNA inh 0.
For Cc1ccccc1NC(=S)N(C)C1(c2ccccc2Cl)CCCCC1=O (configuration not stated) the results were PLC-gamma1 inh 1, ARFGAP1 inhibitor 1, PLC-beta3 inh 3, DDE Tn6 FP inh 5, proKLK7 act 0.1, ADAM17 inh -1, ASAP1 GAP inh -1, DDE Tn7 FP inh -4, UHRF1 MBD2 ctr 0 and MBD2 DNA inh 1.
For COc1ccc(CCNCC(=O)Nc2ccc(OC(F)(F)F)cc2)cc1OC the results were PLC-gamma1 inh 2, ARFGAP1 inhibitor -2, PLC-beta3 inh -4, DDE Tn6 FP inh 1, proKLK7 act -0.9, ADAM17 inh 0, ASAP1 GAP inh 8, DDE Tn7 FP inh 10, UHRF1 MBD2 ctr 0 and MBD2 DNA inh -4.
Screening CCOc1ccc2[nH]cc(C(=O)N3CCN(C4CCCCC4)CC3)c(=O)c2c1 returned PLC-gamma1 inh -12, ARFGAP1 inhibitor -4, PLC-beta3 inh -9, DDE Tn6 FP inh 0, proKLK7 act -0.1, ADAM17 inh -24, ASAP1 GAP inh 8, DDE Tn7 FP inh -4, UHRF1 MBD2 ctr 2 and MBD2 DNA inh -1.
For CCN(C(=O)COC(=O)COc1ccc2c(c1)CCC2)c1c(N)n(Cc2ccccc2)c(=O)[nH]c1=O the results were PLC-gamma1 inh -4, ARFGAP1 inhibitor 5, PLC-beta3 inh -5, DDE Tn6 FP inh 5, proKLK7 act 0.5, ADAM17 inh -2, ASAP1 GAP inh 19, DDE Tn7 FP inh 0, UHRF1 MBD2 ctr 2 and MBD2 DNA inh -6.
Screening COc1cc(OC)cc(-c2sc3ccc(OC)cc3c2C#CC(C)(C)O)c1 returned PLC-gamma1 inh -20, ARFGAP1 inhibitor 22, PLC-beta3 inh -24, DDE Tn6 FP inh 6, proKLK7 act -3.9, ADAM17 inh -17, ASAP1 GAP inh 13, DDE Tn7 FP inh -8, UHRF1 MBD2 ctr 6 and MBD2 DNA inh 0.
`C[C@H](NC(=O)OCc1ccccc1)C(=O)NNC(=O)[C@H](C)NC(=O)OCc1ccccc1` gave PLC-gamma1 inh 0, ARFGAP1 inhibitor -2, PLC-beta3 inh 1, DDE Tn6 FP inh 0, proKLK7 act -0.2, ADAM17 inh -3, ASAP1 GAP inh -2, DDE Tn7 FP inh -3, UHRF1 MBD2 ctr -2 and MBD2 DNA inh 0.
For S=C(NCCN1CCOCC1)NC1CCCCC1 the results were PLC-gamma1 inh 7, ARFGAP1 inhibitor 12, PLC-beta3 inh -4, DDE Tn6 FP inh -3, proKLK7 act 0.1, ADAM17 inh 1, ASAP1 GAP inh -4, DDE Tn7 FP inh 4, UHRF1 MBD2 ctr -1 and MBD2 DNA inh -4.
O=C(CSc1nnc(-c2ccccc2)n1-c1ccc(Cl)cc1)c1ccc(Cl)cc1 was read as PLC-gamma1 inh 1, PLC-beta3 inh 2, DDE Tn6 FP inh 6, proKLK7 act 0.3, ADAM17 inh 4, DDE Tn7 FP inh 0, UHRF1 MBD2 ctr -2 and MBD2 DNA inh 0.
For Cc1cccc(NC(=S)NC(C)(C)CC(C)(C)C)c1 the results were PLC-gamma1 inh 3, ARFGAP1 inhibitor 4, PLC-beta3 inh 3, DDE Tn6 FP inh -1, proKLK7 act 0.3, ADAM17 inh -3, ASAP1 GAP inh -7, DDE Tn7 FP inh -6, UHRF1 MBD2 ctr -3 and MBD2 DNA inh 2.
For O=C(CSc1nnnn1-c1ccccc1F)NNC(=O)c1ccco1 the results were PLC-gamma1 inh -2, ARFGAP1 inhibitor 3, PLC-beta3 inh 2, DDE Tn6 FP inh 5, proKLK7 act -0.4, ADAM17 inh -1, ASAP1 GAP inh 3, DDE Tn7 FP inh 4, UHRF1 MBD2 ctr -4 and MBD2 DNA inh 6.
`CCn1c(CNC(=O)c2ccc(OC)c(OC)c2)nnc1SCC(=O)Nc1ccc(OC)cc1` gave PLC-gamma1 inh 2, ARFGAP1 inhibitor 7, PLC-beta3 inh 3, DDE Tn6 FP inh -1, proKLK7 act -0.8, ADAM17 inh 0, ASAP1 GAP inh -9, DDE Tn7 FP inh -3, UHRF1 MBD2 ctr -1 and MBD2 DNA inh -1.
COc1ccc(NC(=O)CNc2cccc(S(=O)(=O)N3CCCCCC3)c2)c([N+](=O)[O-])c1 was read as PLC-gamma1 inh 2, ARFGAP1 inhibitor 1, PLC-beta3 inh -6, DDE Tn6 FP inh -1, proKLK7 act 0.3, ADAM17 inh 0, ASAP1 GAP inh 11, DDE Tn7 FP inh -1, UHRF1 MBD2 ctr -2 and MBD2 DNA inh 2.
COc1ccc2[nH]c3c(c2c1)CCN1C(=O)N([C@@H](C)C(=O)NC2CCCCC2C)C(=O)[C@]31C (some centres not stated) was read as PLC-gamma1 inh -9, ARFGAP1 inhibitor 5, PLC-beta3 inh -20, DDE Tn6 FP inh 12, proKLK7 act 0.3, ADAM17 inh 0, ASAP1 GAP inh -5, DDE Tn7 FP inh 2, UHRF1 MBD2 ctr -1 and MBD2 DNA inh -10.
Screening COc1ccc(-c2nnc(SCC(=O)c3cc(C)n(Cc4cccs4)c3C)o2)cc1 returned PLC-gamma1 inh -2, ARFGAP1 inhibitor -2, PLC-beta3 inh 0, DDE Tn6 FP inh 1, proKLK7 act -0.1, ADAM17 inh -1, ASAP1 GAP inh 10, DDE Tn7 FP inh -10, UHRF1 MBD2 ctr 0 and MBD2 DNA inh -1.
Screening CSc1cccc(NC(=O)NNC(=O)C2CCN(S(=O)(=O)N(C)C)CC2)c1 returned PLC-gamma1 inh 1, ARFGAP1 inhibitor 4, PLC-beta3 inh -7, DDE Tn6 FP inh -11, proKLK7 act 0.1, ADAM17 inh -1, ASAP1 GAP inh -3, DDE Tn7 FP inh -4, UHRF1 MBD2 ctr -1 and MBD2 DNA inh 3.

2 consecutive compounds out of the list so far:
Screening COc1cc(OC)cc(-c2sc3ccc(OC)cc3c2C#CC(C)(C)O)c1 returned PLC-gamma1 inh -20, ARFGAP1 inhibitor 22, PLC-beta3 inh -24, DDE Tn6 FP inh 6, proKLK7 act -3.9, ADAM17 inh -17, ASAP1 GAP inh 13, DDE Tn7 FP inh -8, UHRF1 MBD2 ctr 6 and MBD2 DNA inh 0.
`C[C@H](NC(=O)OCc1ccccc1)C(=O)NNC(=O)[C@H](C)NC(=O)OCc1ccccc1` gave PLC-gamma1 inh 0, ARFGAP1 inhibitor -2, PLC-beta3 inh 1, DDE Tn6 FP inh 0, proKLK7 act -0.2, ADAM17 inh -3, ASAP1 GAP inh -2, DDE Tn7 FP inh -3, UHRF1 MBD2 ctr -2 and MBD2 DNA inh 0.

Source: PubChem BioAssay
